APE1 inh – blocks human APE1 abasic DNA cleavage; P27695; recombinant APE1, TAMRA/BHQ-2 abasic DNA cleavage fluorescence; Potency, µM (series often up to 65.8 µM), for inactives: top-dose activity change, negative = inhibition, usual class: inhibitors; 0.35% of 350,000 active; AID 2517;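 note: plate controls were vehicle for no effect and reference inhibitor for full effect; nearly all actives have a fitted effect of over 55% in size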
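Substrate: short duplex with […] THF abasic site, 5'-TAMRA and 3'-BHQ-2, 50 nM final. APE1 at 0.75 nM, preincubated 15 min RT with compound. Fluorescence increase from first to third read measured activity.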
BLM helicase inh – inhibitors of human Bloom syndrome helicase BLM. Potency, µM (doses to about 56.1 µM), without a hit: top-dose activity change, negative = inhibition, most hits filed as inhibitors. 0.2% of 350,000 active. recombinant BLM DNA unwinding, fluorescence dequenching. P54132. AID 2528;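 note: plate controls were vehicle for no effect and no enzyme for full effect; nearly all actives have a fitted effect of over 35% in size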
Target sequence (P54132 whole entry, looked up): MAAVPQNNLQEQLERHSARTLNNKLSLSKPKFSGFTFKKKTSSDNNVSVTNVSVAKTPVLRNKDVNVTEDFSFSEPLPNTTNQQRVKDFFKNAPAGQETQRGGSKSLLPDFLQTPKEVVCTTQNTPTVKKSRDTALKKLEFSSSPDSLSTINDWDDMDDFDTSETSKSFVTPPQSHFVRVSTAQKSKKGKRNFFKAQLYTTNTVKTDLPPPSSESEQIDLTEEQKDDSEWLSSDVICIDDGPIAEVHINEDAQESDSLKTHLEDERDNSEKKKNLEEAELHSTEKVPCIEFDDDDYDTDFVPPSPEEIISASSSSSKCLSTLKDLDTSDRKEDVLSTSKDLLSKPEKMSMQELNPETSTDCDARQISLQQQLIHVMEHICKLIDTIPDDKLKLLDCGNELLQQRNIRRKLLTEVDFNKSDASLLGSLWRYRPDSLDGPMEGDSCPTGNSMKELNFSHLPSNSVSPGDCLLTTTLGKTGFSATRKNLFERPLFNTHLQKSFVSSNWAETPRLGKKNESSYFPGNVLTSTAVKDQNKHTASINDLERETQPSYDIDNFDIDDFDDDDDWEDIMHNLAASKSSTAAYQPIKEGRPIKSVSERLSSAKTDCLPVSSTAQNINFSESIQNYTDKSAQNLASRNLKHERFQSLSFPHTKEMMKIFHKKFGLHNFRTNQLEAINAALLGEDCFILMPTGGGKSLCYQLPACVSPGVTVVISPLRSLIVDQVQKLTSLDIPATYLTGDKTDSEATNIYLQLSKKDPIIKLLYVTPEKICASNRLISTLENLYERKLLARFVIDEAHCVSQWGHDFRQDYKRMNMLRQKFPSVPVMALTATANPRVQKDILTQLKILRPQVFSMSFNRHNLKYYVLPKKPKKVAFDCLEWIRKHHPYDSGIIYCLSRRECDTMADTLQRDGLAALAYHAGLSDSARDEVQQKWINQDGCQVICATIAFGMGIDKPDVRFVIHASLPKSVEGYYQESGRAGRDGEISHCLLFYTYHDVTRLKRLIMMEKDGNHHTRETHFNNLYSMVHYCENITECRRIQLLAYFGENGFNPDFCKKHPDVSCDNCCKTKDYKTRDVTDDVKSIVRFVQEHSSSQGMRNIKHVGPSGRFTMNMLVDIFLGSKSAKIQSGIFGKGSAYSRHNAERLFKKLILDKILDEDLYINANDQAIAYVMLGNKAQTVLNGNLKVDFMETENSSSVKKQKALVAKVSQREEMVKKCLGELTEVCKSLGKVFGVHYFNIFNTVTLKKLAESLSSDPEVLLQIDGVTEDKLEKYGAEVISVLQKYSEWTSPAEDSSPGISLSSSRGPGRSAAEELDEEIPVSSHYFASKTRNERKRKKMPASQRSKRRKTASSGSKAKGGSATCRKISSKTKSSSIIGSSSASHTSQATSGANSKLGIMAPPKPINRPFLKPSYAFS
Pol kappa inh – inhibitors of human DNA polymerase kappa | Q9UBT6 | Potency, µM (series often up to 107 µM), inactives show top-dose activity, negative = inhibition, actives largely listed as inhibitors | AID 588579 | 0.53% of 400,000 active | purified Pol kappa, fluorescent DNA synthesis assay, 10 min; note: % is set by controls: 0 for no effect and ±100 for the full control effect
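10 nM Pol kappa was preincubated with compounds for 15 min at room temperature. Reaction started with 50 nM (final) substrate. Fluorescence read kinetically at 0 and 10 min.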
BAZ2B inh – BAZ2B (human) inhibition; Q9UIF8; Potency, µM (top dose mostly 114 µM), for inactives: top-dose activity change, negative = inhibition, actives largely listed as inhibitors; AlphaScreen BAZ2B-H3K14Ac peptide displacement; 4.4% of 360,000 active; AID 504333; note: % is set by controls: 0 for no effect and ±100 for the full control effect; nearly all actives have a fitted effect of over 60% in size
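BAZ2B (50 nM) with biotin-H3(5-23)K14Ac peptide (50 nM) in PBS pH 7.4, 0.01% Tween-20, preformed 30 min, then compound 30 min at room temperature; top concentration 110uM. AlphaScreen streptavidin donor/nickel chelate acceptor beads (10 ug/mL final), 20 min dark, signal read.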
Pol beta inh – inhibitors of human DNA polymerase beta; P06746; Pol beta primer extension/strand displacement, fluorescence kinetic; Potency, µM (top dose mostly 114 µM), inactives show at the top dose activity change, negative = inhibition, actives largely listed as inhibitors; 1.3% of 340,000 active; AID 485314; note: % is set by controls: 0 for no effect and ±100 for the full control effect
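Enzyme-only controls used 10 nM Pol beta; buffer lacking enzyme served as negative control. Compound preincubated 15 min, then 50 nM substrate added; 0 and 10 min reads at room temperature.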
POLI inh – inhibitors of human DNA polymerase iota. Q9UNA4. AID 588590. Potency, µM (titrated, usually from 115 µM), without a hit: top-dose activity, negative = inhibition, actives largely listed as inhibitors. 1% of 390,000 active. Pol iota fluorescent replication assay, 10 min
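Pol iota at 10 nM preincubated 15 min with compounds at room temperature; reaction started with fluorescent substrate, 50 nM final. Fluorescence read kinetically at 0 and 10 min; buffer-only wells as negative control.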
POLH inh – blocks human DNA polymerase eta activity. Q9Y253. recombinant Pol eta, fluorescent DNA replication assay. Potency, µM (doses to about 114 µM), for the others: at the highest dose activity change, negative = inhibition, usual class: inhibitors. 1.2% of 390,000 active. AID 588591; note: % is set by controls: 0 for no effect and ±100 for the full control effect
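Pol eta at 10 nM preincubated with compounds 15 min at room temperature; reaction started with fluorescent substrate (50 nM final) and read kinetically at 0 and 10 min.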
Anesthetic bind – candidate novel general anesthetic via apoferritin binding | P02791 | apoferritin/1-aminoanthracene competitive binding, fluorescence | Potency, µM (highest dose often 77.5 µM), without a hit: at the top dose activity change, negative = displacement, most hits filed as inhibitors | 0.074% of 350,000 active | AID 485281; note: % is set by controls: 0 for no effect and ±100 for the full control effect; nearly all actives have a fitted effect of over 20% in size
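In PBS, apoferritin at 10 uM is loaded with 1-AMA from a 50% saturated solution. After 10 min of compound exposure at ambient temperature, reduced 535 nm fluorescence indicates probe displacement.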
G9a block – inhibitors of human histone lysine methyltransferase G9a; G9a H3K9 monomethylation, AlphaScreen, 2 h; AID 504332; Potency, µM (top dose mostly 102 µM), without a hit: at the top dose activity, negative = inhibition, hits mostly inhibitors; Q96KQ7; 8.8% of 350,000 active; note: % is set by controls: 0 for no effect and ±100 for the full control effect; nearly all actives have a fitted effect of over 75% in size
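Step 1: enzyme (final 20 nM) with compound, 15 min RT. Step 2: substrate peptide 500 nM and SAM 20 uM, 2 h RT. Step 3: anti-H3K9me1 antibody and AlphaScreen beads, 10 min, then plate read.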
Active calls of the source: *; ? = inconclusive; . = not tested or not shown; [ ] = dose if it differs, or a comment. Calls come from the whole dose curve; as a rule, active = well fitted curve in the direction sought with a large enough effect; inconclusive = small, poorly fitted or top-dose-only effect, or another doubt; inactive = no such curve, though single readings can be large; an effect the other way counts as inactive or inconclusive. Potency is the fitted concentration of half-maximal effect. Some of the compounds tested, so the mix of outcomes need not match the whole.

SMILES	APE1 inh	BLM helicase inh	Pol kappa inh	BAZ2B inh	Pol beta inh	POLI inh	POLH inh	Anesthetic bind	G9a block
COc1ccc(C2CCCN2C(=S)Nc2cccc(C)c2C)cc1OC (configuration not stated)	1%	-5%	4%	-4%	-24%	54%[activator]	-23%	-14%	-40%
CC(C)Nc1ncnc2c1cnn2Cc1ccccc1Cl	4%	0%	-21%	10%	0%	?	-10%	-6%	17%
O=C(Cn1cnc2c(NCc3ccccc3)ncnc21)NCc1ccccn1	5%	.	-17%	.	.	-5%	1%	.	.
CSc1ccc(S(=O)(=O)NCCSc2ccccn2)cc1	-2%	-16%	-10%	-2%	7%	19%	-2%	-14%	16%[0.501 µM]
O=C(CN(c1ccc(Cl)cc1)S(=O)(=O)c1ccc(Cl)c([N+](=O)[O-])c1)NCCc1ccc(F)cc1	-3%	3%	3%	3%	-2%	-15%	-6%	-13%	0%[59 µM]
CC(=O)Nc1ccc(NC(=O)C2C3CCC(C3)C2C(=O)O)cc1 (configuration not stated)	48%[activator]	1%	4%	-15%	11%	18%	2%	-4%	-5%
Cn1c(=O)[nH]c(=O)c2c1nc(CN1CCOCC1)n2CCCO	-2%	-3%	-5%	-35%[57.1 µM]	6%	-2%	-15%	-6%	55%[activator][59 µM]
NC1=NC(=O)C(Cc2ccccc2)S1 (configuration not stated)	-3%	-2%	-12%	-17%	2%	86%[activator]	-15%	-6%	-1%
COC(=O)c1cc(NC(=O)c2ccccc2)c(=O)oc1C	-2%	4%	-10%	-1%	26%	-21%	-10%	-1%	45µM*
Cc1ccc(C(=O)NNC(=O)CCC(=O)NCc2ccccc2)cc1Br	38%[activator]	-2%	-11%	-2%	1%	45%[activator]	-18%	-5%	14%
COCCCNc1ncnc2nc[nH]c12	4%	-1%	-3%	-3%	-3%	17%	-12%	1%	-8%
COc1ccc(OC)c(CCNC(=O)Cn2ccc3cc(S(=O)(=O)N4CCCC4)ccc32)c1	2%	-2%	-8%	-21%[57.1 µM]	46%	-15%	-9%	7%	13%
Cn1c(=NC(=O)C2CCCCC2)sc2cc([N+](=O)[O-])ccc21	-4%	-3%	-2%	-2%	-18%	39%[activator]	1%	-5%	?
Cc1ccc(Oc2ncccc2C(=O)NC2CCSC2=O)cc1 (configuration not stated)	0%	3%	-15%	-8%	4%	75%[activator]	1%	-3%	-1%
O=C(c1ccc(F)cc1F)N1CCCC(c2nc(-c3cccs3)no2)C1 (configuration not stated)	-1%[12.4 µM]	2%	-9%	8%	47%	?	0%	-6%	29%[59 µM]
Cc1ccc(OCCCC(=O)Nc2ccc(N3CCOCC3)cc2)cc1	-6%	0%	0%	-35%	13%	33%[activator]	-12%	-9%	?
Cc1nn(Cc2noc(C(=O)NCCc3ccccn3)n2)c(C)c1Br	79%[activator]	1%	4%	-11%	5%	34%[activator]	-14%	5%	-1%
NC(=O)C1CCN(C(=O)c2cnn(-c3ccccc3)c2NC(=O)c2ccco2)CC1	0%	1%	-2%	-31%	0%	-2%	-11%	-10%	?
O=[N+]([O-])c1ccc(/C=N/NC(=S)Nc2ccc(Cl)cc2Cl)s1	8%	-6%	-7%	?	2%	-2%	-21%	1%	?
COc1ccc(S(=O)(=O)N2CCCC(C(=O)Nc3cccc(C(C)=O)c3)C2)cc1 (configuration not stated)	-4%	-7%	-9%	-5%	8%	-17%	-15%	-16%	1%[12.7 µM]
CC1CCN(C(=O)COC(=O)c2cccc(NS(=O)(=O)c3ccccc3)c2)CC1	-5%	.	3%	8%	.	26%	-19%	.	2%[59 µM]
O=C(N/N=C/c1ccccc1)c1ccc(-c2ccccc2)cc1	-4%	4%	-8%	-7%	48%	5%	-17%	-4%	-12%[0.501 µM]
CCN(CC)S(=O)(=O)c1ccc(Cl)c(NC(=O)COc2ccc(OC)cc2)c1	-4%	0%	-10%	-9%	-1%	138%[activator]	-16%	-6%	1%
COCCn1c(SCC(=O)NCC2CCCO2)nc2c(c1=O)SC(C)C2 (configuration not stated)	-4%	-1%	-2%	-4%	-1%	2%	-8%	0%	-5%
CS(=O)(=O)c1ccc(-c2sc3cc4c(cc3c2C(=O)NN2CCOCC2)OCO4)cc1	-7%	.	-13%	.	.	?	4%	.	.
Cc1ccc(-n2cc(C(=O)c3ccccc3O)cn2)cc1	9%	-4%	-3%	9%	11%	75%[activator]	-22%	-11%	.
CC(=O)c1c(O)cc(C)n(Nc2nc(C)cc(C)n2)c1=O	5%	-7%	-3%	?	3%	?	-8%	0%	-30%[12.7 µM]
COc1ccccc1N(CC(=O)N1CCN(c2ccccc2)CC1)S(=O)(=O)c1ccc(C)cc1	20%	-8%	-6%	-31%	28%	18%	-14%	-4%	?
CC(=O)N(C)c1ccc(NC(=O)C(Sc2ccccc2)c2ccccc2)cc1 (configuration not stated)	5%	-9%	-17%	-19%	1%	-10%	-25%	-13%	-6%
Clc1ccc(-c2cn3cc(Cc4ccccc4)sc3n2)cc1	.	-4%	2%	2%[57.1 µM]	8%	23%	-9%	5%	6%[59 µM]
COC(=O)c1cn(Cc2ccccc2C)nn1	-1%	1%	2%	-3%	-14%	?	-5%	-2%	-41%
CN(CC(=O)NCc1ccc(F)cc1)S(=O)(=O)c1cccc2nsnc12	2%	1%	-14%	-1%	18%	19%	-7%	-9%	69%[activator][59 µM]
O=C(C1CCCCC1)N1CCCC(c2nc(-c3ccc(F)cc3)no2)C1 (configuration not stated)	-3%	0%	-8%	1%	16%	-6%	-3%	-20%	5%
CNC(=O)c1ccc2c(c1)N=C(C)c1cc(C)ccc1S2	.	-2%	0%	-21%	-7%	8%	-11%	-5%	-30%[59 µM]
Cc1cc(C(=O)Nc2ccccc2C(=O)O)c(C)o1	21%	-2%	-24%	-23%	0%	?	4%	0%	-10%
CCc1ccc(NC(=O)c2sc3nc(C)cc(C)c3c2NC(=O)c2ccccc2OC)cc1	.	-1%	-6%	-17%	-1%	24%	-5%	-7%	-3%[59 µM]
Cc1cc(C)c(N=Cc2c(O)n(-c3nccs3)c(=O)c3ccccc23)c(C)c1	1%	-5%	-17%	?	20%	6%	-11%	-8%	-42%[59 µM]
Cc1ccc(S(=O)(=O)NCc2ccco2)c(C)c1C	-5%	-1%	-1%	-5%	-3%	-1%	2%	-22%	?
Brc1cccc(CNCc2cccs2)c1	4%	3%	-4%	2%	4%	21%	-9%	-8%	-11%[59 µM]
Nc1nc(F)cc(NCc2ccccc2)n1	4%	-1%	-12%	-21%	10%	-3%	-8%	?	-10%[59 µM]
C[C@H](N)CCCC(C)(C)O	14%[21 µM]	4%[21.4 µM]	-9%[12 µM]	.	.	.	.	0%[29.3 µM]	13%[21.5 µM]
COc1cc(CN2CCC(CO)(CCOc3ccccc3)CC2)cc(OC)c1	1%	2%	-16%	-6%	-16%	-13%	-5%	0%	-4%
N#CC1(NC(=O)CSc2nnc(-c3ccccc3F)n2N)CCCCC1	12%	.	-4%	7%	.	35%[activator]	-19%	.	3%[0.501 µM]
COc1cc(OC)cc(-c2c(-c3ccc(F)cc3)c3cc(-c4cnc(OC)nc4)ccc3n2C)c1	-19%	.	-6%	-6%	.	6%	-13%	.	-28%[0.501 µM]

Screens (PubChem BioAssay)
